Screening data as filed in PubChem.
GDH-TPI counter = GDH-TPI coupled enzyme inhibition counter-screen; GDH-TPI coupled enzyme counterscreen, NADH absorbance; inhibition, % at 4.8 µM; 1.2% of 360,000 active;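 further: 0% = DMSO wells and 100% = wells lacking the enzyme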
BoNT-F LC inh = BoNT F light chain protease inhibition; 0.22% of 360,000 active; Multiplex microsphere protease cleavage assay, flow cytometry; AID 588497; inhibition, % at 10 µM; in the data active means inhibition above about 35%, passing the limit was not always enough; inconclusive means no clear call, values can overlap the other calls; further: plate controls were buffer without enzyme for full effect and enzyme alone for no effect
CCHFV vOTU inh = blocks the CCHF virus ovarian tumor domain protease; AID 651958; inhibition, % at 11.5 µM; 0.55% of 370,000 active; CCHFV vOTU protease, Pep-AMC fluorescence; further: 0% = vehicle wells with enzyme and 100% = no enzyme wells
FBA Mtb inh = Mtb fructose-bisphosphate aldolase inhibition; P9WQA3; purified M. tuberculosis FBA, fluorescence read-out; inhibition, % at 1 µM; 2.3% of 360,000 active; AID 588726; in the data active means inhibition above about 27%;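 further: 0% = vehicle and 100% = reference inhibitor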
Target sequence (P9WQA3 whole entry, looked up): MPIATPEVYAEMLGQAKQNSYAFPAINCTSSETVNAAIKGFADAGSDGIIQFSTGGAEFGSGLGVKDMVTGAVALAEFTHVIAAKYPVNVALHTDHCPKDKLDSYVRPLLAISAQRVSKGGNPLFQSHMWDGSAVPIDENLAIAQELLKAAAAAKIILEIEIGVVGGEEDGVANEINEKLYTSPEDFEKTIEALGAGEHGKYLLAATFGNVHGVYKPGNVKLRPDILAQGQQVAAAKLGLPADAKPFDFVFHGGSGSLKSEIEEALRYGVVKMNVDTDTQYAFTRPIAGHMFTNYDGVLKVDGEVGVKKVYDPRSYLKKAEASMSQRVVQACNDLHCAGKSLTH
Mtb UGM inh = Mtb UDP-galactopyranose mutase inhibition | purified UGM, fluorescence polarization probe displacement | inhibition, % at 10 µM | AID 504406 | P9WIQ1 | 0.06% of 320,000 active; in the data active means inhibition above about 10%, passing the limit was not always enough; inconclusive means no clear call, values can overlap the other calls
Target sequence (P9WIQ1 whole entry, looked up): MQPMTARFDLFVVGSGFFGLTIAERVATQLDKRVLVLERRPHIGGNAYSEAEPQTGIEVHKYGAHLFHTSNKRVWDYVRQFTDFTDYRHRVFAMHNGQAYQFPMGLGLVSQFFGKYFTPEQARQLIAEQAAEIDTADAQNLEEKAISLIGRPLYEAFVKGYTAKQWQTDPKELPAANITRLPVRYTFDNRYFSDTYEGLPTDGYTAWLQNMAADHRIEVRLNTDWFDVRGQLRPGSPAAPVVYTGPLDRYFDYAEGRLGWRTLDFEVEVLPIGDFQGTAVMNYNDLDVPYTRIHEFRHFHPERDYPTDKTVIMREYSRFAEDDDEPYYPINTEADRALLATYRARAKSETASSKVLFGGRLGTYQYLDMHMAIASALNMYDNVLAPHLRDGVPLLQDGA
BoNT A protease = BoNT A light chain protease inhibition | multiplex microsphere protease substrate cleavage, flow cytometry | inhibition, % at 10 µM | 0.17% of 360,000 active; in the data active means inhibition above about 30%; inconclusive means no clear call, values can overlap the other calls; further: plate controls were buffer without enzyme for full effect and enzyme alone for no effect
PrPC surface inh = reduces human prion protein on the cell surface; P04156; cell surface PrPC, TR-FRET read-out; 0.43% of 370,000 active; inhibition, % at 13.8 µM; in the data active means inhibition above about 24%; further: 0% = median of the test wells and 100% = reference compound wells
FadD28 binding = inhibitors of Mycobacterium tuberculosis FadD28 bisubstrate binding. FadD28 bisubstrate probe binding, fluorescence polarization. inhibition, % at 12.5 µM. 0.22% of 360,000 active; in the data active means inhibition above about 8.5%, passing the limit was not always enough; inconclusive means no clear call, values can overlap the other calls
Mtb BioA inh = BioA (M. tuberculosis) enzyme inhibition; purified M. tuberculosis BioA enzyme, plate reader; inhibition, % at 9.99 µM; 0.096% of 360,000 active; in the data active means inhibition above about 40%; inconclusive means no clear call, values can overlap the other calls
* = called active by the depositor; ? = inconclusive; . = no result given. Unless noted, no stated cut-off is given here; in the data, active means inhibition above about 30%; inactive means the rest.

SMILES	GDH-TPI counter	BoNT-F LC inh	CCHFV vOTU inh	FBA Mtb inh	Mtb UGM inh	BoNT A protease	PrPC surface inh	FadD28 binding	Mtb BioA inh
S=C(N/N=C/c1cccc2ccccc12)Nc1cccc(Cl)c1	-3	?	-9	10	-0.2	1.4	11	-1.7	-0.9
Cc1cc(C)cc(NC(=O)N2CCN(C/C=C/c3ccccc3)CC2)c1	-4	-4	10	0	3.3	-0.1	-5	-3.0	.
O=C(Cc1ccccc1)N1CCC(C(=O)N2CCN(c3ccc(F)cc3)CC2)CC1	-7	9	4	-4	1.1	-0.1	9	-0.8	-2.7
COc1cc(C(=O)NNC(=O)COc2ccc(C)cc2)ccc1OCC(=O)N1CCOCC1	-1	7	4	2	3.2	-1.0	8	-0.5	-1.9
CC(C)C[C@@H]1O[C@H](C(C)C)Cc2[nH][nH]c(=O)c21	.	-8	-1	.	.	-0.2	-1	.	.
Cc1cc(CNC(=O)COc2ccc([N+](=O)[O-])cc2)c2ccccc2n1	6	0	-10	3	-0.3	0.2	1	-2.1	.
CCNc1nc(Cl)nc(NCc2ccccc2)n1	-8	32	-4	-1	1.0	1.6	-5	-3.8	0.9
Cc1ccc(NC(=S)N=Nc2c(O)n(C)c3ccc(S(=O)(=O)N4CCOCC4)cc23)cc1C	-5	-2	-5	2	-2.6	11	0	-0.8	-1.4
COc1ccc(C(=O)Nn2c(CC(C)C)nc3cc(Cl)ccc3c2=O)c(OC)c1	12	-19	-4	-3	-1.1	-0.5	5	-2.4	-1.1
Cc1cc(NC(=O)CN2CCCC(C)C2)no1 (configuration not stated)	2	-1	7	0	-1.1	-0.9	-7	-3.1	.
COc1ccc(CCN2CCCC(CN(C)C(=O)c3ccoc3C)C2)cc1 (configuration not stated)	-5	2	-1	1	-1.3	-0.6	-8	-4.2	0.4
CN1C2C=CC(=O)C1C1C(=O)N(c3ccccc3)C(=O)C12 (configuration not stated)	.	-14	-7	3	.	-0.9	2	-1.6	-0.9
Cc1ccc(C(=O)Nc2nnc(-c3ccco3)o2)cc1C	4	-2	-1	1	-0.2	-0.7	-1	-4.5	.
CCOC(=O)CNC(=O)N1c2ccccc2Sc2ccccc21	0	-2	1	-1	1.0	-0.1	7	-4.7	.
CCOC(=O)c1sc2nc(C)c3c(c2c1N)CC(C)(C)OC3	9	-2	-34	26	-0.2	-0.1	-3	-0.3	0.7
COP(=S)(OC)Oc1ccc(SC)c(C)c1	15	4	3	7	.	0.5	2	-2.6	-1.1
COc1ccc(NC(=O)c2cc(C3CCCCN3S(=O)(=O)c3cn(C)cn3)on2)c(C)c1 (configuration not stated)	10	-4	5	1	.	-0.2	2	-1.6	1.3
CCCC(=O)NC(=S)Nc1ccccc1C(=O)OC	9	3	3	1	-1.8	0.1	16	1.4	-0.4
Cc1c(/C=N/NC(=O)COc2ccccc2[N+](=O)[O-])c2ccccc2n1C	34*	-6	-4	-4	0.4	0.6	0	-0.5	.
Cc1cc(C)cc(C(=O)NCC(=O)OCC(=O)NCC(F)(F)F)c1	-3	-3	5	1	-3.5	0.0	-2	1.5	.
COc1ccccc1CCNC(=O)C1CCCO1 (configuration not stated)	12	3	-5	3	1.2	0.3	-2	-0.5	-0.9
CCOc1ccc(Br)cc1CC(=O)O	4	-15	7	2	-1.4	-1.2	2	-1.1	-3.5
CN(C)c1nccc(N(Cc2ccccc2)Cc2ccccc2)c1C#N	4	-2	5	1	-1.4	0.2	0	-4.2	.
Cc1nnc(SCC(=O)Nc2ccc(C(N)=O)cc2)n1-c1ccccc1	-4	5	1	-1	-2.6	-2.3	0	-1.2	18
COCOc1ccc(/C=C/C(=O)c2c(O)cc(OCOC)cc2OCOC)cc1	8	-9	.	-1	-1.1	-0.4	.	-3.3	-2.0
More entries follow.
SMILES	GDH-TPI counter	BoNT-F LC inh	CCHFV vOTU inh	FBA Mtb inh	Mtb UGM inh	BoNT A protease	PrPC surface inh	FadD28 binding	Mtb BioA inh
CC(=O)Nc1cccc(-c2ccnc3c2CC(C(=O)NCc2ccc(N4CCN(C)CC4)cc2)O3)c1 (configuration not stated)	9	-4	1	2	.	-0.2	10	-0.7	0.2
c1ccc2c(-c3cncc4ccccc34)cncc2c1	20	5	-13	15	-1.9	0.6	1	2.0	.
CCn1cc(Br)c(C(=O)Nc2ccc(Cl)c(Cl)c2)n1	14	3	10	-3	0.9	0.3	11	-2.6	0.4
Cc1cc(C)cc(N(CC(=O)NCC2CCCO2)C(=O)CN2C(=O)COc3ccccc32)c1 (configuration not stated)	7	0	-10	1	-0.5	-0.3	-1	-3.1	-2.8
Cc1ccccc1NC(=O)/C=C/c1ccc([N+](=O)[O-])s1	23	-1	.	-5	-1.1	0.8	.	-4.9	.
COc1ccccc1Cc1nc(-c2ccc(Br)o2)no1	-13	-5	3	-1	-4.4	0.4	-2	-3.7	0.3
O/N=C/C1=C(Cl)c2ccccc2CC1	2	2	28	2	1.3	0.4	-1	-2.2	.
Cc1ccc2c(c1)N(CCCC(=O)NCc1cccnc1)C(=O)CO2	1	6	-3	3	-0.1	0.3	-1	-0.5	0.2
O=C(CSc1ncnc2c1cnn2-c1ccc(F)cc1)NCC1CCCO1 (configuration not stated)	3	-2	-7	3	0.8	0.0	4	-0.4	1.6
O=C(CN1C(=O)S/C(=C\c2ccc(F)cc2)C1=O)Nc1cccc(S(=O)(=O)NCc2ccco2)c1	5	-6	2	-5	-0.2	-0.9	1	5.8	.
COc1ccc(C(=O)O)cc1NCc1ccc(C)s1	6	25	3	13	0.3	-1.8	1	-1.4	2.6
CC(=O)Nc1nnc(-c2ccc3c(c2)CCCC3)o1	2	1	-5	1	2.0	-0.7	-7	-1.4	-0.2
COc1ccc(/C=C/C(=O)c2ccc(OC)cc2OC)cc1	38*	-2	4	5	0.4	0.8	1	0.7	-2.4
O=C(COc1cccc(-n2cnnn2)c1)N1CCOCC1	0	3	2	5	-2.2	-0.1	3	-0.3	0.7
COCCNC(=O)CCc1nnc(C2(c3ccc(Cl)cc3)CCC2)o1	2	1	-2	-3	-2.7	0.2	-5	-3.3	.
Cc1cccc(N(C)S(=O)(=O)c2ccc3c(c2)C(C)(C)C(=O)N3C)c1	2	-2	13	-1	2.2	-0.1	4	-2.5	1.6
Cc1ccc(S(=O)(=O)Nc2ccc(Nc3nccn4c(-c5ccccc5Oc5ccccc5)cnc34)cc2)cc1	20	-2	15	2	.	-0.7	11	-3.8	-2.6
O=C(NC1CCCN(Cc2ccc(Cl)cc2)C1)c1c(F)cccc1F (configuration not stated)	1	-19	-14	0	0.7	-1.6	0	-0.8	-0.7
Cc1noc(C)c1CSc1ccccc1C(=O)N(C)CC(=O)Nc1cccc(F)c1	0	0	10	-1	1.2	-1.6	-3	-3.7	-0.6
CCCNC(=S)N1CCC(Cc2ccccc2)CC1	2	.	15	4	1.4	.	7	-1.5	1.9
O=C(Nc1ccc2c(c1)CCC2)C1CCCO1 (configuration not stated)	5	-3	-15	4	3.9	1.0	5	-0.4	-0.8
CCOC(=O)C(O)(c1ccc(N(C)C(=O)c2ccc(Cl)c(Cl)c2)cc1)C(F)(F)F (configuration not stated)	-2	1	-1	0	-3.8	0.1	7	-5.2	.
Cn1c(SCC(=O)NCCN2C(=O)CSC2=O)nc2ccccc2c1=O	5	1	-15	0	-1.8	0.1	0	-0.5	-0.8
Cc1ccc(NC(=S)NCC2CCN(C(C)c3ccccc3)C2)cc1 (configuration not stated)	2	4	7	4	0.0	0.3	0	-0.2	-1.5
COc1ccc(OC)c(NC(=O)COC(=O)CCNc2ccccc2OC)c1	4	-6	14	2	4.8	0.3	-2	-0.8	0.2
(list continues)
SMILES	GDH-TPI counter	BoNT-F LC inh	CCHFV vOTU inh	FBA Mtb inh	Mtb UGM inh	BoNT A protease	PrPC surface inh	FadD28 binding	Mtb BioA inh
Cc1ccc(C)c(C2C(=O)c3ccccc3C2=O)c1	1	-3	8	-1	-0.5	-0.4	1	-2.2	1.3
CC(=O)NC(Cc1ccc(F)cc1)C(=O)NC1CCN(S(=O)(=O)c2ccccc2)CC1 (configuration not stated)	-11	-5	-5	0	2.4	2.1	2	-2.6	0.6
CN1CCN2c3ccccc3CC(C#N)(C#N)C2C1 (configuration not stated)	.	12	-6	3	.	-0.2	2	-1.9	.
COc1ccc(NC(=O)CNC(c2ccccc2)c2ccccc2)cc1Cl	-3	-24	20	1	1.8	-3.2	6	-8.5	-0.9
Cc1cccc(N(C(=O)c2csnn2)C(C(=O)NC2CCCC2)c2ccncc2)c1 (configuration not stated)	0	-6	1	0	1.8	1.5	0	1.7	-1.2
Cc1cn([C@H]2C[C@H](O)[C@@H](CCC(=O)NCc3cccs3)O2)c(=O)[nH]c1=O	.	4	0	-1	.	0.0	-5	-1.3	-0.4
CC(C)C[C@H]1CN([C@@H](CC(C)C)CN2CCC[C@@H]2CN2C(=O)C(=O)NC[C@@H]2Cc2ccccc2)C(=O)C(=O)N1CCc1ccccc1	10	2	7	0	.	-0.3	0	-0.1	1.1
COc1ccc(/C=C2\N=C(C)OC2=O)cc1[N+](=O)[O-]	8	-3	-9	0	-1.9	-0.1	-6	-3.1	.
COc1cccc(C)c1NC1=NCCO1	-2	4	9	3	.	0.3	8	0.5	1.1
C/C(=N\Nc1nc(N2CCCCC2)nc(N2CCOCC2)n1)c1ccccc1O	3	1	9	0	-1.6	-1.0	-7	0.8	.
COC(=O)CNC(=O)C1CC(=O)N(CCc2ccc(F)cc2)C1 (configuration not stated)	11	.	1	1	-1.6	.	-4	-0.2	-1.0
COc1ccc(S(=O)(=O)NNC(=S)NCCc2ccccc2)c(OC)c1	-1	4	-11	2	3.3	0.5	0	-3.1	-0.3
O=C(Cc1ccccc1)c1ccccc1C(=O)N1CCCCC1	-4	-19	-11	2	4.3	-6.0	15	-0.1	-0.6
COc1ccc(N2CCN(C(=O)Nc3ccc(S(=O)(=O)N(C)C)cc3)CC2)cc1	-6	0	-3	1	-3.6	0.3	9	-4.2	-1.3
COc1ccc(OC)c(/C=N/NC(=O)c2ccc(=O)[nH]n2)c1	12	-2	14	-4	-0.2	0.3	-2	-2.9	.
COc1cccc(NC(=O)Cn2cc(C(=O)C3CC3)c3ccccc32)c1	-8	2	0	1	.	0.6	3	-3.3	-1.0
CC(=O)c1cccc(CN2CCN(CCC(C)C)C(CCO)C2)c1 (configuration not stated)	4	-2	2	-3	-2.2	0.2	-4	-3.5	0.6
COc1ccc(NS(=O)(=O)c2ccc(C)c(C(=O)N3CC(C)OC(C)C3)c2)cc1 (configuration not stated)	4	3	-4	3	.	2.1	-5	-1.5	1.0
CCN(CC)CCNC(=O)CCc1n[nH]c(=O)c2ccccc12	8	.	2	7	-2.3	.	-5	1.0	0.6
O=C1N=C(N2CCOCC2)S/C1=C\c1ccncc1	21	-9	4	-1	-1.6	0.2	-12	-0.3	0.5
COCc1cc(C)nc(SCC(=O)NCC2CCCO2)c1C#N (configuration not stated)	-5	6	-15	0	2.0	2.5	2	-2.0	18
Cc1cc(C(=O)c2ccccc2)nc2ccccc12	3	-1	-7	-4	2.3	0.8	-2	0.3	-1.6
Cc1occc1-c1nnc(SCC(=O)N(C)c2ccccc2)n1C	-9	-9	-17	0	-1.3	-2.9	-2	-2.3	0.0
Cc1ccccc1N1C(=O)C2CCCN2C1=S (configuration not stated)	0	3	-1	1	1.5	-0.1	3	-3.4	-1.6
COc1cc(SC)ccc1C(=O)N(CC(=O)Nc1ccccc1Br)Cc1ccco1	2	-2	-1	0	2.2	3.0	3	-1.3	1.1

A different layout for some results above:
Under each structure – GDH-TPI counter, BoNT-F LC inh, CCHFV vOTU inh, FBA Mtb inh, Mtb UGM inh, BoNT A protease, PrPC surface inh, FadD28 binding, Mtb BioA inh
Cc1cn([C@H]2C[C@H](O)[C@@H](CCC(=O)NCc3cccs3)O2)c(=O)[nH]c1=O
  ., 4, 0, -1, ., 0.0, -5, -1.3, -0.4
CC(C)C[C@H]1CN([C@@H](CC(C)C)CN2CCC[C@@H]2CN2C(=O)C(=O)NC[C@@H]2Cc2ccccc2)C(=O)C(=O)N1CCc1ccccc1
  10, 2, 7, 0, ., -0.3, 0, -0.1, 1.1
COc1ccc(/C=C2\N=C(C)OC2=O)cc1[N+](=O)[O-]
  8, -3, -9, 0, -1.9, -0.1, -6, -3.1, .
COc1cccc(C)c1NC1=NCCO1
  -2, 4, 9, 3, ., 0.3, 8, 0.5, 1.1
C/C(=N\Nc1nc(N2CCCCC2)nc(N2CCOCC2)n1)c1ccccc1O
  3, 1, 9, 0, -1.6, -1.0, -7, 0.8, .
